FID counter: displaces DNA intercalator in HCV helicase counter-screen | DNA fluorescent intercalator displacement, fluorescence | inhibition, % at 7.9 µM | 290,000 compounds, 0.17% hits; in the data active = inhibition above about 37%;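 note: 0% = vehicle and 100% = reference compound; higher means more ethidium bromide displaced from hairpin DNA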
CRFR2-BP antag: blocks CRF-induced signaling of the CRF-BP/CRF-R2 complex. HEK293 CRF-R2/CRF-BP, CRF-induced calcium fluorescence. 350,000 compounds, 0.59% hits. inhibition, % at 11.8 µM;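 active = inhibition of the ligand-induced calcium signal above about 50% at the single tested concentration, limit read from the data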
MEKK2 WT-MEK5: raises or lowers MEK5 binding to wildtype human MEKK2 PB1 domain; binding response (% of control), % at 10 µM; 290,000 compounds, 1.1% hits; Q9Y2U5; bead flow cytometry, Alexa488-MEK5 binding to MEKK2 WT; actives lie on both sides; in the data active = binding response below about 67% or above about 130%
HCV NS3 hel inh: blocks Hepatitis C virus NS3 helicase unwinding; NS3 helicase DNA unwinding, Cy5 molecular beacon fluorescence; inhibition, % at 10.9 µM; 290,000 compounds, 0.56% hits;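 active = inhibition above the mean of all tested compounds plus 3 SD, set per campaign, cut at about 35% in these data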;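 note: 0% = DMSO wells and 100% = thioflavine S control wells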
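Assay system: hepatitis C virus NS3 helicase domain fragment enzyme. Also added: annealed dual-labelled DNA beacon duplex, ATP-started. Timing: 1 h reaction at 25 °C, ATP-initiated. Technique: Cy5 fluorescence at 0 and 60 min, beacon hairpin quenching. Evaluation: % inhibition of unwinding. Replication: one well per compound.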
UBC9 SUMO inh: inhibitors of human SUMOylation (UBC9); P63279; HTRF SUMOylation assay, SAE1/SAE2 + UBC9, in vitro; inhibition, % at 35 µM; 290,000 compounds, 0.36% hits; in the data active = inhibition above about 50%, passing the limit was not always enough; note: strong numbers were not always called active
Target sequence (P63279 whole entry, looked up): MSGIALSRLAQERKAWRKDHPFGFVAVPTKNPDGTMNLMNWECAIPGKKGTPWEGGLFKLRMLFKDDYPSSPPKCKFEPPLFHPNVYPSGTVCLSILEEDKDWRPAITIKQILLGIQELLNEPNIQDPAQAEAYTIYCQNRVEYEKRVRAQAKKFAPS
MEKK2 mut-MEK5: signal of MEK5 binding to mutant human MEKK2 PB1 domain | bead flow cytometry, Alexa488-MEK5 binding to MEKK2 mutant | percent response, % at 10 µM | 290,000 compounds, 0.35% hits; in the data active = percent response above about 24%, passing the limit was not always enough; note: inactives centre near 1; some results filed as inactive read as strong as hits; reference of the scale not given here
CRFR2-BP ag: CRF-BP/CRF-R2 complex agonism; HEK293 CRF-R2/CRF-BP, calcium dye fluorescence (FLIPR); percent of saturating CRF peptide response; activation, % at 13.2 µM; 350,000 compounds, 0.46% hits; AID 588473;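 active = activation of at least 50%, plus an integration ratio under a set limit after plate pattern correction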;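 note: plate controls were neutral control wells without compound for no effect and CRF at EC100 for full effect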
GalR3 antagonist: human GalR3 antagonism. O60755. HEK293 GalR3-CNG cAMP membrane potential fluorescence; galR3 body fused to GalR1 C-terminus. inhibition, % at 3 µM. 360,000 compounds, 0.44% hits;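 active = inhibition above the screen-wide average plus 3 SD, cut at about 13% in these data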;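 note: forskolin and galanin both at EC90 stimulate the cells; cAMP rise reported by CNG channel membrane potential dye signal; 0% = forskolin plus galanin with DMSO and 100% = forskolin alone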
Target sequence (O60755 1-299 limits assumed): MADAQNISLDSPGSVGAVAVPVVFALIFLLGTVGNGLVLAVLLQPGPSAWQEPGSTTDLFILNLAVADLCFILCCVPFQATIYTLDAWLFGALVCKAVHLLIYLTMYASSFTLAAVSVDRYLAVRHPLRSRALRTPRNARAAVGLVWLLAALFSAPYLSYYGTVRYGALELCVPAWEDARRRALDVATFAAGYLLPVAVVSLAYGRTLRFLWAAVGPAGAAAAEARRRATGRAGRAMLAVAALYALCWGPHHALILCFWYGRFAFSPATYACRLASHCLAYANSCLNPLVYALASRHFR
MEKK3 PB1 HTS: raises or lowers MEK5 binding to the human MEKK3 PB1 domain. Q99759. bead-based flow cytometry, Alexa488-MEK5 binding to MEKK3; actives lie on both sides; 0 = blocked by unlabeled MEK5, 100 = vehicle. binding response (% of control), % at 10 µM. 290,000 compounds, 1.4% hits;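 active = binding response more than 3 SD above or below the average of its plate-row segment, actives on both sides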;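 note: Alexa488 bead fluorescence after subtracting the streptavidin-only scavenger bead signal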
Target sequence (Q99759 whole entry, looked up, the tested form may be a part): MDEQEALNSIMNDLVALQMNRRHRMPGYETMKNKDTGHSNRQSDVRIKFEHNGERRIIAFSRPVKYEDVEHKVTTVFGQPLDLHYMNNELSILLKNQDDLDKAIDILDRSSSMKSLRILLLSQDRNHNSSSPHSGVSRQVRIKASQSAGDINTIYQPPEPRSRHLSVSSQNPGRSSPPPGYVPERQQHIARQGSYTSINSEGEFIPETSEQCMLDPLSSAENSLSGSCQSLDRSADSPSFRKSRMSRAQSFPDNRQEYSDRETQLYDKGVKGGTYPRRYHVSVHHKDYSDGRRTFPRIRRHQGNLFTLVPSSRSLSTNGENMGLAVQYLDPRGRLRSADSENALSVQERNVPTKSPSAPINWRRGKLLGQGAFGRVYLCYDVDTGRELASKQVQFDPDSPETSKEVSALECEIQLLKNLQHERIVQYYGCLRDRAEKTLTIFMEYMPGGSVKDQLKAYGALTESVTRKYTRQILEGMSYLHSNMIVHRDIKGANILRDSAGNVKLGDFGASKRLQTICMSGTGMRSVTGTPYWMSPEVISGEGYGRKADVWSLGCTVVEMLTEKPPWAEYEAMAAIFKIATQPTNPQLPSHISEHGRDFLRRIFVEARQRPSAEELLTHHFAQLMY
The depositor's hits bear a star; / = no result given; & = joins results of further samples.

SMILES	FID counter	CRFR2-BP antag	MEKK2 WT-MEK5	HCV NS3 hel inh	UBC9 SUMO inh	MEKK2 mut-MEK5	CRFR2-BP ag	GalR3 antagonist	MEKK3 PB1 HTS
CC1CC(N(C(=O)c2ccc(Cl)cc2)c2ccccc2)c2ccccc2N1C(=O)c1ccco1 (centres undefined)	-26	26	97	-9	-18	-3	1.1	-3	106
COc1ccc(CC(=O)N2N=C(C)CC2(O)C(F)(F)F)cc1 (centres undefined)	-5	-16	110	-1	6	0	5.1	-6	129*
C/C(=N\Nc1ccc(C(=O)O)cc1)c1ccc(S(=O)(=O)NCc2ccco2)cc1	-26	-15	102	7	12	11	0.7	-8	107
CC(C)CCNC(=O)C(NS(=O)(=O)c1ccc2c(c1)c(=O)n(C)c(=O)n2C)c1ccccc1 (centres undefined)	1	-6	/	-9	-6	/	0.5	3	/
Clc1ccccc1CSc1nnc([C@@H]2CCCN2)o1	-1	-4	96	1	1	-2	-0.1	-6	94
COc1cccc(CNC(=O)CCNS(=O)(=O)c2cccs2)c1	-5	-5	91	-3	-6	-3	-0.8	-2	95
CN(CCCNC(=O)CSc1cc(=O)n(C)c2ccc(Cl)cc12)Cc1ccccc1	16	23	107	-4	26	-10	0.9	-9	98
O=C1N(CN2CCOCC2)c2ccccc2C12OCC(CCl)O2 (centres undefined)	-5	-1	106	7	-9	0	2.6	-8	106
CC1CCc2sc(C(=O)N/N=C/c3ccc([N+](=O)[O-])cc3)cc2C1 (centres undefined)	1	-9	96	3	32	2	2.7	-5	113
O=C(c1oc2ccccc2c1CSCc1ccccc1)N1CCN(c2ncccn2)CC1	-28	5	105	-10	-9	2	3.9	-3	111
Cc1nc(C(=O)NCCC(C)C)sc1C1(C)CC(c2cccc([N+](=O)[O-])c2)=NO1 (centres undefined)	/	15	107	/	-4	5	3.6	-6	104
CCN(CC)C(=O)CSc1nnc([C@@H](NC(=O)OC(C)(C)C)C(C)C)o1	-16	3	88	-1	-14	-10	4.6	-1	89
Cc1ccc(OC(=O)CCC(=O)Nc2ccc(S(=O)(=O)Nc3cc(C)on3)cc2)cc1	-2	-15	93	-9	-6	-2	-3.6	-6	103
O=C(NC1CCN(Cc2ccccc2)CC1)c1cccc(Br)c1	1	-5	110	-5	-7	6	0.9	-4	105
CC1(C)Cc2c(C#N)c(N)n(-c3ccccc3)c(=S)c2CO1	0	-3	98	-9	15	-8	1.6	0	97
COc1cccc(C(C(=O)NC2CCCC2)N(Cc2ccc(C)cc2)C(=O)c2ccco2)c1OC (centres undefined)	-15	22	101	5	0	2	-0.6	10	96
O=C(c1ccc([N+](=O)[O-])cc1)N(Cc1ccc(Cl)cc1Cl)N1C(=O)CCCC1=O	-6	-103	103	-3	-3	4	53*	-4	98
O=C(NCCNC(=O)C(F)(F)F)c1ccncc1	/	-8	98	/	4	5	0.5	-5	104
COc1ccc(-c2ccc([C@H]3[C@H]4C=CC[C@@H](C)[C@@H]4C(=O)N3Cc3ccccc3)c(F)c2)cc1C	/	-9	91	/	-6	1	1.1	2	106
O=C(CN1CC(c2ccccc2)CC1=O)OCc1cccc(Br)c1 (centres undefined)	-27	26	100	7	2	0	-2.7	1	102
COc1ccc(N=C2S/C(=C\c3ccco3)C(=O)N2CC(C)C)cc1	2	-11	98	25	-4	-5	1.5	-3	96
COc1ccc(NC(=O)Cn2c(-c3ccccc3)cn(-c3ccc(C)cc3)c2=O)cc1	-17	14	91	2	14	-4	-0.2	-1	101
COC(=O)c1ccc(C(=O)OC)c(NC(=S)N2CCN(c3ccccc3)CC2)c1	-13	13	97	-4	-22	2	0.3	-6	107
O=C(Nc1ccc(N2CCN(C(=O)c3ccco3)CC2)cc1)c1ccccc1F	-28	-25	103	-1	6	6	-1.1	0	98
CN(C)c1cccc(C(=O)OCC(=O)Nc2nccs2)c1	-14	23	92	0	11	-2	6.0	-4	96
Cc1c(Cl)cccc1NC(=O)COC(=O)CN1C(=O)NC(C)(C)C1=O	-4	-5	104	-15	8	0	-0.4	-3	98
O=C(NCCCN1CCOCC1)c1ccc(NS(=O)(=O)c2cccc([N+](=O)[O-])c2)cc1	11	5	110	-1	14	9	0.7	-1	103
CCN(CC(=O)NC(C)(C)C)C(=O)c1ccccc1SCC(=O)NC1CCCCCCC1	-48	-3	106	19	0	2	-1.1	-3	100
O=C(CCSCCc1ccccn1)Nc1cc(F)ccc1F	-2	6	107	-6	4	-2	-1.9	3	103
Cc1cccc2c1N(CCOc1ccccc1Cl)C(=O)C2=O	-14	-9	99	10	-3	-1	0.0	-6	101
COc1ccc(CC(=O)N2CCC(n3nccc3NC(=O)C3CCOC3)CC2)cc1 (centres undefined)	-9	-15	107	2	-3	3	4.0	0	103
COc1cccc(/C=N/Nc2ccc(C(=O)O)cc2)c1O	-5	-2	106	7	12	6	-0.5	-5	99
O=[N+]([O-])c1ccc(-c2ncc(-c3ccc(Br)cc3)o2)cc1	-1	15	90	0	29	-3	5.6	-5	98
O=C(COC(=O)c1ncc(Cl)c(Cl)c1Cl)c1ccc(Cl)s1	-5	-12	105	-10	-8	-1	1.5	-12	104
CC(=O)[C@H]1[C@H](CCc2ccccc2)NC(=O)N(Cc2ccccc2)[C@@H]1C	/	-9	95	/	11	-7	-0.1	-5	97
C#CCCOC(=O)N1C2=NC(C(=O)OC)=C(C(=O)OC)[C@@H]3N(C)c4ccc(OC)cc4[C@]23C[C@H]1C(=O)OC	/	9	104	/	/	1	-1.2	-1	101
CCCN1CCC(NC(=O)C2CCN(C(C)=O)CC2)CC1	-5	-7	110	-1	-2	4	4.9	-6	100
CC(=O)N1CCOc2ccc(S(=O)(=O)N3CCCCC3)cc21	-9	6	100	24	/	-1	0.3	-4	101
CCN(Cc1cnn(C)c1)C(=O)CC1C(=O)NCCN1Cc1cccc(OC)c1OC (centres undefined)	-10	9	90	-3	14	-3	0.1	4	90
COc1cccc2sc(Nc3nc(-c4ccncc4)cs3)nc12	1	-12	101	-13	12	1	-2.1	3	105
COC(=O)c1ccc(NC(=O)CN2CCN(S(=O)(=O)c3ccc(Br)cc3)CC2)cc1	-48	-1	104	-13	-12	2	-1.2	-10	99
O=C(O)c1cc(N/N=C/c2c[nH]c3ccccc23)ccc1Cl	-16	-9	98	16	-2	3	1.4	-7	99
O=C(O)CCC(NC(=O)C1CCCN1C(=O)OCc1ccccc1)C(=O)O (centres undefined)	6	13	80	-5	-6	-13	-1.0	-4	90
CCCCOc1ccc(NC(=O)CSCC(=O)OCC)cc1	-17	-20	99	-7	17	2	-1.7	-5	100
CC(C)C(NC(=O)Cc1ccccc1[N+](=O)[O-])C(C)C	-2	-7	93	3	17	-14	0.3	0	102
COCCCNC(=O)c1cc(OC)c(OC)c(OC)c1	0	2	116	2	18	0	0.9	1	113
CCC(c1nnc(SCC(=O)NCC2CCCO2)n1Cc1ccccc1)N(C)C (centres undefined)	-8	4	/	-5	/	/	-0.5	-4	/
Cn1/c(=N/N=C/c2ccc([N+](=O)[O-])cc2)sc2ccccc21	-1	/	72	10	19	-7	/	/	81
COc1ccc(C2C(CN3CCOCC3)C(=O)N2c2ccccc2)cc1 (centres undefined)	-16	6	96	3	0	-3	-2.5	-4	98
Cc1ccc(N2C(=O)[C@@H]3[C@H](C2=O)C2CCCN2[C@@H]3C(=O)c2ccccc2)cc1 (some centres undefined)	-16	-5	98	24	7	-1	16	0	95

Record cards (already shown). Screens in order: FID counter | CRFR2-BP antag | MEKK2 WT-MEK5 | HCV NS3 hel inh | UBC9 SUMO inh | MEKK2 mut-MEK5 | CRFR2-BP ag | GalR3 antagonist | MEKK3 PB1 HTS
Shown for `COc1ccc(CC(=O)N2CCC(n3nccc3NC(=O)C3CCOC3)CC2)cc1` (centres undefined) = -9 | -15 | 107 | 2 | -3 | 3 | 4.0 | 0 | 103
Shown for `O=C(c1ccc([N+](=O)[O-])cc1)N(Cc1ccc(Cl)cc1Cl)N1C(=O)CCCC1=O` = -6 | -103 | 103 | -3 | -3 | 4 | 53* | -4 | 98
Shown for `Cc1nc(C(=O)NCCC(C)C)sc1C1(C)CC(c2cccc([N+](=O)[O-])c2)=NO1` (centres undefined) = / | 15 | 107 | / | -4 | 5 | 3.6 | -6 | 104
Shown for `O=C1N(CN2CCOCC2)c2ccccc2C12OCC(CCl)O2` (centres undefined) = -5 | -1 | 106 | 7 | -9 | 0 | 2.6 | -8 | 106
Shown for `CN(C)c1cccc(C(=O)OCC(=O)Nc2nccs2)c1` = -14 | 23 | 92 | 0 | 11 | -2 | 6.0 | -4 | 96

(cont.)
SMILES	FID counter	CRFR2-BP antag	MEKK2 WT-MEK5	HCV NS3 hel inh	UBC9 SUMO inh	MEKK2 mut-MEK5	CRFR2-BP ag	GalR3 antagonist	MEKK3 PB1 HTS
CSc1nncc(/C(C)=N\Nc2ccccc2C)n1	-3	10	95	1	24	-3	-1.5	-4	94
Cc1ccc(-n2c(C)cc(C)c(C#N)c2=O)cc1C	-6	8	99	0	11	-3	-2.2	-1	101
Cc1c2cnn(CC(=O)Nc3c(F)c(F)cc(F)c3F)c(=O)c2c(C)n1Cc1ccc(F)cc1	-9	/	106	5	40	-1	/	6	85
CC(=O)[C@H]1CC[C@H]2[C@@H]3CCC4=CC(=O)CC[C@]4(C)[C@H]3CC[C@]12C	-27&-28	18&19	100&105	4&4	18&1	4&0	-0.1&-3.0	-1	89&102
COc1cc(SC)ccc1C(=O)Nc1c(Cl)cncc1Cl	-34	25	74	11	7	-25	-0.3	0	78
CNC(C)c1ccc(S(N)(=O)=O)cc1 (centres undefined)	1	-14	105	4	15	5	1.2	-3	103
c1ccc(CCCNCC2COc3ccccc3O2)cc1 (centres undefined)	20	0	91	-1	-2	-5	-1.1	0	77
CCn1c(CC(=O)Nc2ccccc2)nnc1SCC(=O)Nc1nncs1	-7	-3	98	-1	1	-3	1.0	-6	96
Cn1ncc(Cl)c1C(=O)N1CCN(c2ccc(Cl)c(Cl)c2)CC1	-27	-9	103	-12	9	3	-0.7	-1	103
COc1ccc(OC)c(NC(=O)C2CCCCC2)c1	-3	4	106	-5	10	-2	-0.7	4	103
O=C(COC(=O)Cn1cnc2ccccc2c1=O)NCc1ccccc1Cl	-15	5	97	-5	0	-2	-2.1	2	101
COC(=O)NC(NS(=O)(=O)c1ccccc1)(C(=O)OC)C(F)(F)F (centres undefined)	-1	1	97	13	-5	1	-0.8	0	99
O=C(C1CCC(=O)N(C2CCCC2)C1)N1CCC(Oc2ccccc2Cl)CC1 (centres undefined)	-35	-18	113	-6	12	8	1.4	-4	103
CCCOc1ccc(/C=N/Nc2ccc(C(=O)O)cc2)c(OCCC)c1	-29	3	96	16	15	-1	0.6	-5	104
O=C(/C=C/c1ccccc1)Nc1cc(S(=O)(=O)N2CCOCC2)ccc1N1CCCC1	-3	6	106	-10	14	1	-9.8	-3	142*
Cc1noc(C)c1S(=O)(=O)N(CC(=O)N1CCCCCC1)c1ccc(C(C)C)cc1	-15	-13	105	-2	-6	4	-0.6	0	105
COc1cccc(NC(=O)CSc2nc3ccccc3c(=O)n2C)c1	-21	-13	103	5	19	11	-3.4	-7	102
Cc1ccc2c(C(=O)CN3CCCC(C)C3)c(C)[nH]c2c1 (centres undefined)	-6	-7	104	9	20	6	2.5	-9	104
Cc1c(C(=O)Nc2ccc3c(c2)OCCO3)sc2nc(-c3ccccc3)cn12	-9	-25	97	3	-10	1	1.8	-2	91
CCOC(=O)C1=C(C)N(C)C(=S)N(C)C1c1ccc(OC)cc1 (centres undefined)	-13	10	97	-8	5	-8	-1.5	-4	102
Nc1nnc(CCCCCc2nnc(N)s2)s1	-3	2	97	-16	19	-3	-0.2	-7	101

A portion of the library; count on the stated rates, not on these rows.
